Compound activity (PubChem)
TCR activator: activators of T cell receptors; primary human leukocytes, anti-CD3, IL-2 HTRF, 48 h; Potency, µM (titrated, usually from 9.22 µM), for inactives: at the top dose activation of IL-2 secretion, usual class: activators; 330,000 tested, under 10 active; AID 504894; also: % of control where 0% means no effect
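1) Mix primary human leukocytes, a-CD3 beads and compound. 2) Incubate 48 hr. 3) Add HTRF IL-2 reagents (a-IL-2-K, a-IL-2-d2).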
ELG1 DNA repair: blocks ELG1-dependent DNA repair in HEK293T cells. HEK293T ELG1-luciferase reporter, luminescence, 16 h; DNA damage induced by 5-fluorouridine. actives 2.3% (n = 330,000). Potency, µM (highest dose often 46.1 µM), inactives show at the highest dose activity change, negative = inhibition, usual class: inhibitors; also: potency is read from the fitted curve at half-maximal effect; % is scaled to controls: 0 for no effect and ±100 for the full control effect; nearly all actives have a fitted effect of over 55% in size
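Overnight (16 hr) co-exposure of 2,000 cells/well to 5-fluorouridine and compound at 37 °C preceded detection. Luciferase was quantified via ONE-Glo luminescence; loss of signal denotes inhibition.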
PTAP TSG101 blk: blocks PTAP/TSG101 interaction to inhibit HIV-1 budding; Fluorescence polarization, FITC-PTAP peptide / Tsg101 binding; Potency, µM (doses to about 115 µM), for the others: top-dose activity change, negative = inhibition, most hits filed as inhibitors; Q99816; 340,000 tested, under 10 active; active = well fitted inhibition curve with a large enough effect in the main read-out, with a control signal flat, not every such curve was filed as active; inconclusive = small, poorly fitted or top-dose-only effect, or effect the other way, or a change in a side signal; inactive = no such curve, though single readings can be large or run the other way; also: potency is read from the fitted curve at half-maximal effect; % of control where 0% means no effect
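FP read-out: FITC-PTAP peptide, 50 nM final, binding Tsg101 binding domain, 10 uM final; 20 min, r.t.; 10 mM HEPES pH 7.5, 0.15 M NaCl, 0.01% Tween 20, 3 mM EDTA, 0.1 mM TCEP.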
TSHR antagonist: human thyrotropin receptor antagonism; actives 0.2% (n = 330,000); AID 504810; activity change, negative = inhibition, % at 11.5 µM; TSHR-expressing cells, TSH-stimulated cAMP HTRF, 2 h; stronger effect = lower value;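 active = activity change below a set negative limit, meaning inhibition stronger than a set level, cut at about -70% in these data; inconclusive = activity change between two set negative limits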; also: % is scaled to controls: 0 for no effect and ±100 for the full control effect
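Competitive HTRF cAMP read-out (cryptate anti-cAMP antibody, cAMP-d2; 30 min, room temperature) in freshly harvested TSHR cells. Compounds added before TSH at EC80 (4nM final), followed by 2 hours' incubation at 37 deg C.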
uPA surface inh: blocks generation of uPA at the cell surface. cell surface uPA generation assay, qHTS. Potency, µM (titrated, usually from 38.3 µM), inactives show top-dose activity change, negative = inhibition, most hits filed as inhibitors. actives 0.31% (n = 330,000); active = well fitted inhibition curve with a large enough effect; inconclusive = small, poorly fitted or top-dose-only effect; inactive = no such curve, though single readings can be large or run the other way; tested in mouse RAW 264.7 cells; also: potency is read from the fitted curve at half-maximal effect; % is scaled to controls: 0 for no effect and ±100 for the full control effect; nearly all actives have a fitted effect of over 55% in size
B2AR arrestin: agonists driving beta-arrestin recruitment to human beta2-adrenergic receptor. P07550. beta-arrestin recruitment to beta2AR, cell-based reporter. Potency, µM (series often up to 46.1 µM), for inactives: at the top dose activation, most hits filed as activators. actives 0.02% (n = 330,000);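 also: potency is read from the fitted curve at half-maximal effect; 0% = DMSO controls and full agonism = EC100 isoproterenol or metaproterenol; nearly all actives have a fitted effect of over 65% in size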
Mito fusion act: mitochondrial division inhibition or fusion activation | S. cerevisiae fusion-defective mutant growth rescue, CellTiterGlo 48 h | Potency, µM (doses to about 46.1 µM), for the others: top-dose growth rescue (activation), actives largely listed as activators | actives 0.23% (n = 320,000) | AID 485298;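 also: potency is read from the fitted curve at half-maximal effect; % of control where 0% means no effect; nearly all actives have a fitted effect of over 45% in size; temperature-sensitive fusion mutants such as fzo1-1 at 37 °C on non-fermentable ethanol glycerol medium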
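Compounds are tested for their ability to restore growth of mitochondrial fusion-defective yeast strains at non-permissive 37C in YPEG medium over 48 hours. Viability is quantified by luciferase luminescence.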
Eya2 inh: inhibitors of human Eya2 phosphatase activity | O00167 | recombinant Eya2, OMFP fluorescence dephosphorylation (OMFP is methylfluorescein phosphate) | Potency, µM (highest dose often 76.9 µM), inactives show top-dose activity, negative = inhibition, most hits filed as inhibitors | actives 0.006% (n = 330,000); also: potency is read from the fitted curve at half-maximal effect; % is scaled to controls: 0 for no effect and ±100 for the full control effect
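Eya2 protein (added as 0.2 uM solution) was preincubated with compound for 10 min at ambient temperature in 50 mM HEPES pH 7.5, 50 mM NaCl, 5 uM MgCl2, 0.05% BSA, 1 mM DTT. OMFP (added at 50 uM) then reacted 10 min; fluorescence read at 485/525 nm.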
BCR signal inh: chronic active BCR signaling inhibition; Potency, µM (top dose mostly 46.1 µM), for inactives: at the highest dose ratio change, negative = lower green/red ratio, usual class: inhibitors; ABC-DLBCL IkBa-CBG/CBR reporter, luminescence ratio, 4 h; actives 0.05% (n = 340,000); AID 493014; active = well fitted inhibition curve with a large enough effect in the signal ratio, with a control signal flat, not every such curve was filed as active; inconclusive = small, poorly fitted or top-dose-only effect, or effect the other way, or a change in a side signal; the % refers to the signal ratio;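 also: potency is read from the fitted curve at half-maximal effect; plate controls were basal doxycycline-induced cells for no effect and cells given 10 µM MG132 for full effect; MG132 reads +100%, hits lower the ratio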
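Doxycycline induced both beetle luciferases in TMD8 lymphoma cells; IKK-driven degradation limits the IkappaBalpha-fused green signal, while red luminescence normalises for cell number and nonspecific effects. Compounds tested up to 46 uM, 4 hrs.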
USP2a inh: inhibitors of human ubiquitin-specific protease USP2a; USP2 core, Ub-CHOP2 coupled fluorogenic reporter, 485/531; actives 0.01% (n = 330,000); Potency, µM (highest dose often 38.3 µM), without a hit: at the highest dose activity change, negative = inhibition, hits mostly inhibitors; O75604; AID 463254;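 also: potency is read from the fitted curve at half-maximal effect; plate controls were DMSO wells for no effect and full inhibition by NEM control for full effect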
Target sequence (O75604 whole entry, looked up): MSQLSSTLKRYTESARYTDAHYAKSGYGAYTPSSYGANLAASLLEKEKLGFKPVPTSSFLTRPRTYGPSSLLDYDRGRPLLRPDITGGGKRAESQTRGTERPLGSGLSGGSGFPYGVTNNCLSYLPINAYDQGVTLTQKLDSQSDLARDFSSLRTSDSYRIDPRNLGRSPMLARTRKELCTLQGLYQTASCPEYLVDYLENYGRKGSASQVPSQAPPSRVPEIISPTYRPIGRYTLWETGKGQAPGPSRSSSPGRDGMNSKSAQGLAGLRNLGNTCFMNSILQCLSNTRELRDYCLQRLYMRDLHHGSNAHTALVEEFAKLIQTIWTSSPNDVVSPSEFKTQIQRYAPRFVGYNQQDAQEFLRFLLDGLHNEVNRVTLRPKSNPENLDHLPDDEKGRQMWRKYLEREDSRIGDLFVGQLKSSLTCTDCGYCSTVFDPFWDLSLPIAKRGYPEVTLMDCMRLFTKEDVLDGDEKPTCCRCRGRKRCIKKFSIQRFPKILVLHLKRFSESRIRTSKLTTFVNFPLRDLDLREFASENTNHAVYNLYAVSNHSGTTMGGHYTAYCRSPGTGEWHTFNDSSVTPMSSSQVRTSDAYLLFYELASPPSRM
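USP2 core (10nM final) preincubated 30min RT with compound in 20mM Tris-HCl pH 8.0, 2mM CaCl2, 2mM beta-mercaptoethanol, 0.05% CHAPS; 25nM Ub-CHOP2 plus 25nM reporter substrate added, fluorescence (Ex485/Em531) read after 60min.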
Tb PFK inh: T. brucei PFK enzyme inhibition; AID 485367; Potency, µM (series often up to 57.5 µM), without a hit: top-dose activity, negative = inhibition, actives largely listed as inhibitors; O15648; actives 0.17% (n = 330,000); T. brucei PFK, ADP-Glo luminescence;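 also: potency is read from the fitted curve at half-maximal effect; 0% = uninhibited 1x PFK enzyme wells and -100% = no-enzyme wells; nearly all actives have a fitted effect of over 60% in size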
Target sequence (O15648 whole entry, looked up): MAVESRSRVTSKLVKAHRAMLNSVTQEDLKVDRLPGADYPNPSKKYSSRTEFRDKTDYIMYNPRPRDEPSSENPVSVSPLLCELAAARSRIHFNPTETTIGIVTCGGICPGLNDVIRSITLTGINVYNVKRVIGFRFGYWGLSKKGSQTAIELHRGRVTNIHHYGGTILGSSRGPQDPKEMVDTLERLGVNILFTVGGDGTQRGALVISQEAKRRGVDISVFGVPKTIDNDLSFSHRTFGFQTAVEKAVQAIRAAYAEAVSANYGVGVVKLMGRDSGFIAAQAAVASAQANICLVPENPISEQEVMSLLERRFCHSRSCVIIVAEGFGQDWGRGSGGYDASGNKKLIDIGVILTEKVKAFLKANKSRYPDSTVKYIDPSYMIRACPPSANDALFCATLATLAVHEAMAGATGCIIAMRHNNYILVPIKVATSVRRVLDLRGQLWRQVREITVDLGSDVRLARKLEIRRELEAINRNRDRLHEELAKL
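PFK 1.25 nM, F6P 0.5 mM, ATP 0.1 mM, 0.1 M TEA pH 8.0, 5 mM MgCl2, 0.01% Tween20, 0.1% BSA; 45 min RT. ADP-Glo readout. qHTS titration up to 57 uM; curves fitted, compounds curve-classed.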
An asterisk follows results filed as active; u = inconclusive; x = not tested or not shown; [ ] = dose if it differs, or a comment. Unless noted, calls follow the shape of the dose curve; as a rule, active = well fitted curve in the direction sought with a large enough effect; inconclusive = small, poorly fitted or top-dose-only effect, or another doubt; inactive = no such curve, though single readings can be large; an effect the other way counts as inactive or inconclusive.

SMILES	TCR activator	ELG1 DNA repair	PTAP TSG101 blk	TSHR antagonist	uPA surface inh	B2AR arrestin	Mito fusion act	Eya2 inh	BCR signal inh	USP2a inh	Tb PFK inh
Oc1ccccc1C(=S)N1CCN(c2cccc(Cl)c2)CC1	-50%	-4%	-2%	-5	2%	0.2%	14%	-5%	7%	2%	-19%
CCn1cc(/C=N\NC(=O)Cc2ccc([N+](=O)[O-])cc2)c(C)n1	-4%[46.1 µM]	10%	-1%	9	-1%	-0.3%	1%	4%	0%	1%	-23%
CN(C(=O)CSc1nnc(C2CC2)n1C)C1CCCc2ccccc21 (stereo unspecified)	16%	-2%	-4%	6	4%	0.0%	-8%	-19%	-1%	3%	-1%
Cc1ccc(C2CC(C(F)(F)F)n3ncc(C(N)=O)c3N2)cc1 (stereo unspecified)	-1%	-15%	0%	-7	-1%	-0.5%	2%	-5%	-8%	1%	0%
Cc1cc(F)ccc1S(=O)(=O)N1CCCOC1CNC(=O)C(=O)NCCc1ccccc1 (stereo unspecified)	4%	-6%	0%	-26	13%	-0.6%	0%	3%	0%	3%	-1%
O=C(NC1CCCCCC1)C(=S)NCCc1ccccc1	0%	u	-3%	15	2%	-0.2%	-5%	u	1%	2%	u
Cc1cc(NC(=O)CCc2ccc(C)o2)no1	7%	11%	-8%	1	-3%	-0.4%	-3%	-4%	-2%	2%	2%
COc1ccc(NC(=O)c2cccc(S(=O)(=O)NCc3ccco3)c2)c(OC)c1	1%	-24%	-8%	-7	-1%	0.5%	9%	9%	u	4%	-1%
Cc1n[nH]c(C)c1C(=O)CC1(O)C(=O)N(CCc2ccccc2)c2ccc(Cl)cc21 (stereo unspecified)	1%	u	-9%	3	-1%	0.4%	-2%	1%	3%	-1%	-3%
COc1ccc(C)cc1NC1=C(Cl)C(=O)N(C2CCCCC2)C1=O	3%	u	-2%	-1	4%	-0.2%	-12%	-5%	19%	2%	1%
COc1cc(CC(CC(=O)O)CC(C)OCc2ccccc2)cc(OC)c1 (stereo unspecified)	1%[46.1 µM]	6%	-3%	-16	0%	-0.4%	3%	-2%	0%	3%	0%
CN(C(=O)CC1C(=O)NCCN1Cc1ccc(F)cc1Cl)C1CCCCC1 (stereo unspecified)	3%	0%	2%	0	20%	3.3%	1%	1%	0%	0%	5%
c1ccc(CSc2nnc(-c3cccs3)o2)cc1	-1%	u	-10%	-11	-3%	-0.9%	2%	-1%	u	3%	2%
CC(C)n1c(NCc2cccs2)nc2ccccc21	3%	14%	-3%	6	x	-0.1%	3%	15%	5%	0%	2%
O=C(NC(NC1CCS(=O)(=O)C1)C(=O)c1ccccc1)c1ccc(Cl)cc1 (stereo unspecified)	-1%	3%	0%	28	4%	0.4%	4%	9%	14%	-3%	-4%
Cc1c(/C=C(\CC(=O)O)c2nc3ccccc3s2)cc(C#N)n1C	7%	15%	-4%	-1	1%	-0.4%	-1%	-9%	-2%	6%	3%
Cc1ccccc1CSc1nc2c(c(=O)[nH]1)CCCC2	x	8%	x	-1	x	-0.2%	0%	-9%	0%	5%	2%
Cc1ccnc(NC(=O)c2ccc(Cl)cc2Cl)n1	x	u	x	-9	x	-0.5%	19%	-7%	13%	-2%	-10%
CCOc1ccc(-c2csc(NC(=O)c3ccco3)n2)cc1	x	u	5%	-6	10%	-0.2%	3%	u	13%	0%	0%
N#CC(C#N)=C1C=CC=CN1/C(=C\c1ccco1)C(=O)c1ccc(Br)cc1	2%[46.1 µM]	u	-2%	-91*	1%	-0.7%	-22%	-16%	u	2%	-2%
C=CCNC(=O)CSc1nnc(-c2ccccn2)n1Cc1ccccc1	14%	-11%	-6%	-7	18%	-0.2%	-1%	-1%	u	2%	1%
O=C(CSc1nnc(CNC(=O)C23CC4CC(CC(C4)C2)C3)n1-c1ccccc1)Nc1ccccc1	3%[46.1 µM]	-12%	0%	17	0%	-0.9%	-2%	-13%	u	1%	2%
COc1ccc(S(=O)(=O)Nc2cccc(-c3ccc4nncn4n3)c2)cc1	6%	-13%	-5%	-11	-9%	0.2%	-1%	20%	u	1%	-12%
Cc1ccc(C)c(NC(=O)CSc2nnc(-c3ccccc3)n2N)c1	0%	-1%	-4%	1	-3%	0.4%	-6%	-1%	1%	0%	0%
CC1CCC(C(=O)NC(C(=O)N2CCC(N3CCCCC3)CC2)C(C)C)CC1 (stereo unspecified)	5%	0%	-9%	-11	0%	0.0%	-2%	-1%	-7%	-1%	0%

Part of the list above in a different format.
COc1ccc(NC(=O)c2cccc(S(=O)(=O)NCc3ccco3)c2)c(OC)c1
  TCR activator = 1%; ELG1 DNA repair = -24%; PTAP TSG101 blk = -8%; TSHR antagonist = -7; uPA surface inh = -1%; B2AR arrestin = 0.5%; Mito fusion act = 9%; Eya2 inh = 9%; BCR signal inh = u; USP2a inh = 4%; Tb PFK inh = -1%
Cc1n[nH]c(C)c1C(=O)CC1(O)C(=O)N(CCc2ccccc2)c2ccc(Cl)cc21 (stereo unspecified)
  TCR activator = 1%; ELG1 DNA repair = u; PTAP TSG101 blk = -9%; TSHR antagonist = 3; uPA surface inh = -1%; B2AR arrestin = 0.4%; Mito fusion act = -2%; Eya2 inh = 1%; BCR signal inh = 3%; USP2a inh = -1%; Tb PFK inh = -3%
COc1ccc(C)cc1NC1=C(Cl)C(=O)N(C2CCCCC2)C1=O
  TCR activator = 3%; ELG1 DNA repair = u; PTAP TSG101 blk = -2%; TSHR antagonist = -1; uPA surface inh = 4%; B2AR arrestin = -0.2%; Mito fusion act = -12%; Eya2 inh = -5%; BCR signal inh = 19%; USP2a inh = 2%; Tb PFK inh = 1%
COc1cc(CC(CC(=O)O)CC(C)OCc2ccccc2)cc(OC)c1 (stereo unspecified)
  TCR activator = 1%[46.1 µM]; ELG1 DNA repair = 6%; PTAP TSG101 blk = -3%; TSHR antagonist = -16; uPA surface inh = 0%; B2AR arrestin = -0.4%; Mito fusion act = 3%; Eya2 inh = -2%; BCR signal inh = 0%; USP2a inh = 3%; Tb PFK inh = 0%

(further entries)
SMILES	TCR activator	ELG1 DNA repair	PTAP TSG101 blk	TSHR antagonist	uPA surface inh	B2AR arrestin	Mito fusion act	Eya2 inh	BCR signal inh	USP2a inh	Tb PFK inh
CCOC(=O)c1ccc(N2C(=O)CC(NC3CCN(C(=O)c4ccc(F)cc4)CC3)C2=O)cc1 (stereo unspecified)	1%	3%	0%	5	5%	-0.2%	-6%	-7%	3%	2%	5%
COc1ccc(C2(C(=O)Nc3ccc(C)c(C)c3)CCOCC2)cc1	x	u	-1%	-1	-7%	0.0%	-1%	-5%	-1%	0%	1%
O=C1CN(CC(=O)Nc2ccc(SC(F)F)cc2)CCN1	-4%	11%	0%	-2	-2%	-0.9%	-6%	6%	-1%	2%	0%
O=C(O)c1ccc2c(c1)SC1=NS(=O)(=O)CCN12	0%	3%	-5%	10	2%	-0.6%	5%	5%	9%	2%	-9%
Cc1ccc(S(=O)(=O)Nc2ccccc2F)cc1C(=O)N1CCN(c2ccccc2O)CC1	-4%	-3%	-3%	-6	u	-0.1%	-1%	u	0%	-3%	7%
COc1ccc(C(CCN2CCCC(C)C2)c2c(OC)cc(OC)c3c(C)cc(=O)oc23)cc1 (stereo unspecified)	-3%	u	x	3	-9%	0.7%	18%	0%	-1%	7%	-4%
c1ccc(CCN=C2CCCc3c2[nH]c2ccccc32)cc1	-11%	u	-1%	-2	-1%	-0.8%	9%	7%	u	0%	-1%
